High-throughput results from PubChem.
PfG6PD inh – PfG6PD enzyme inhibitors, primary screen, biochemical, fluorescence intensity, uHTS | inhibition, % at 20 µM | hit rate 0.78% among 350,000 | PfGluPho enzyme, NADPH resazurin-diaphorase fluorescence;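 active means inhibition reaching at least a set limit at 20 µM in the primary screen, cut at about 59% in these data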;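 further: 0% = DMSO wells with substrate and 100% = DMSO wells lacking glucose-6-phosphate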
SENP6 block – SENP6 protease inhibitors, primary screen, biochemical, luminescence, uHTS. Sentrin-specific protease 6 (Homo sapiens), Q9GZR1. Recombinant SENP6 catalytic domain, aminoluciferin luminescence. inhibition, % at 10 µM. hit rate 1.8% among 330,000;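 active means inhibition above about 50% at the single tested dose, limit read from the data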;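 further: plate controls were DMSO wells with enzyme for no effect and DMSO wells lacking enzyme for full effect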
Target sequence (Q9GZR1 628-1112 limits assumed): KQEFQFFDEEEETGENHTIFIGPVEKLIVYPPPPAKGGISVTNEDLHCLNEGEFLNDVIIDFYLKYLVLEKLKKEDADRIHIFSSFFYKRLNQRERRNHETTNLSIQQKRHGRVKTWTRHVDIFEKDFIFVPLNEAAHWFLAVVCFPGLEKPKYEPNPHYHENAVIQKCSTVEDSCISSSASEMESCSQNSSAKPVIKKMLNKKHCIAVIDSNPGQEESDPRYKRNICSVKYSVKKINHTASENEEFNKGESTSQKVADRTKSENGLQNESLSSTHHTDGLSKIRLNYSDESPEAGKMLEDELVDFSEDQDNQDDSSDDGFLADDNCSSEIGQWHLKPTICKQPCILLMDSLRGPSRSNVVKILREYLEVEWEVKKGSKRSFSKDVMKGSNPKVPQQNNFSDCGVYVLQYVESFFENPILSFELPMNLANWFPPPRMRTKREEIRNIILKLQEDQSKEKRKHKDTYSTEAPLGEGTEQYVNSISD
SENP7 inh – SENP7 protease inhibitors, primary screen, biochemical, luminescence, uHTS; recombinant SENP7, Z-RLRGG-aminoluciferin luminescence, 40 min; hit rate 1.5% among 330,000; Sentrin-specific protease 7 (Homo sapiens), Q9BQF6; inhibition, % at 5 µM; AID 434973, 2010;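 active means inhibition above about 50% at the single test dose, limit read from the data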;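 further: plate controls were DMSO with enzyme for no effect and no enzyme buffer wells for full effect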
SENP8 block-1 – human SENP8 protease inhibitors, primary screen, biochemical, fluorescence, Nedd8 protein substrate, uHTS; recombinant SENP8; inhibition, % at 20 µM; hit rate 0.64% among 360,000; AID 602440, 2012; in the data active means inhibition mostly above about 40%, no sharp cut-off; inactive means mostly below about 27%
Target sequence (Q96LD8 whole entry, looked up): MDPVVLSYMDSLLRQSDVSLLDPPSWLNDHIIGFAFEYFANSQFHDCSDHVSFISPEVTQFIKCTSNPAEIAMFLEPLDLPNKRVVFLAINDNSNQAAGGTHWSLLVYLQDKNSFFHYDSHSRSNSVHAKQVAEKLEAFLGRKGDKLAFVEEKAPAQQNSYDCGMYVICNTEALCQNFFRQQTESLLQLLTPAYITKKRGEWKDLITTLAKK
HKDC1 inhibitor – HKDC1 hexokinase inhibitors, primary screen, biochemical, fluorescence, uHTS | inhibition, % at 20 µM | hit rate 0.16% among 340,000 | recombinant HKDC1, G6PDH/diaphorase resazurin coupled fluorescence;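 active means inhibition above about 35% when tested at 20 µM, limit read from the data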;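 further: plate controls were DMSO wells with enzyme for no effect and DMSO wells lacking enzyme for full effect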
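Test system: recombinant HKDC1 (HK5) hexokinase enzyme, produced in-house; Amount: enzyme 5 µg/mL final; Buffer or medium: Tris pH 8.0 buffer with MgCl2, Tween-20, BSA, BME; Reagent: glucose and ATP substrates; Doses: 20 µM test compound, 1% DMSO; Incubation: 90 min reaction incubation at room temperature, dark; Detection: resorufin fluorescence at 613 nm.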
SENP8 block-2 – SENP8 protease inhibitors, primary screen, biochemical, luminescence. Sentrin-specific protease 8 (Homo sapiens), Q96LD8. inhibition, % at 10 µM. hit rate 1.2% among 330,000. AID 2540, 2010. purified SENP8, Z-RLRGG-aminoluciferin cleavage; in the data active means inhibition above about 50%
Apaf1 inhib – inhibitors of human Apaf-1 apoptosome, primary screen, biochemical, DEVD-Rh110 fluorescence, uHTS. Apoptotic protease-activating factor 1 (Homo sapiens), O14727. reconstituted apoptosome caspase-3 activity. inhibition, % at 20 µM. hit rate 0.71% among 330,000. AID 489030, 2010; active means inhibition of at least 40% at 20 µM;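 further: plate controls were DMSO wells for no effect and DEVD-CHO caspase inhibitor wells for full effect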
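System – cell-free apoptosome with Apaf-1, procaspase-3 and caspase-9 · Buffer or medium – pH 7.5 Hepes buffer with CHAPS, BSA, DTT · Also added – cytochrome c with DEVD-Rh110 · Times – 30 min compound preincubation, 50 min activation, room temperature · Technique – Rh110 fluorescence intensity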
SENP1 FRET inh – human SENP1 catalytic domain inhibitors, primary screen, biochemical, FRET, uHTS; Sentrin-specific protease 1 (Homo sapiens), Q9P0U3; inhibition, % at 10 µM; hit rate 0.21% among 360,000; recombinant SENP1 catalytic domain, CyPet-SUMO1-YPet FRET cleavage;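 active means inhibition at least 30% at 10 µM, raw YFP signal under a set limit, fluorescence ratio 0.5 to 1.5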;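 further: 0% = enzyme with DMSO and 100% = no enzyme wells; some results filed as inactive read as strong as hits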
Target sequence (Q9P0U3 419-644 limits assumed): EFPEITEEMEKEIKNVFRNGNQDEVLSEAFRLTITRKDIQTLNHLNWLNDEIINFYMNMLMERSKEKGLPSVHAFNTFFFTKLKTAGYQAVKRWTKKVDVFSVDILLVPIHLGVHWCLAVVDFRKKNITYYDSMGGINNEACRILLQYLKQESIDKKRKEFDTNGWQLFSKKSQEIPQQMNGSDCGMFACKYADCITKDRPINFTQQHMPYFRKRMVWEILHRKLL
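Material – human SENP1 catalytic domain · Input – SENP1 enzyme, 20 pM final · Compound dosing – single concentration of 10 µM compound, 0.5% DMSO final · Timing – enzyme reaction for 50 min at room temperature, dark · Measured by – FRET fluorescence in CFP and YFP emission channels · Control set – no-enzyme wells low, DMSO-plus-enzyme wells high control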
The depositor's hits bear a star; . = no result given.

SMILES	PfG6PD inh	SENP6 block	SENP7 inh	SENP8 block-1	HKDC1 inhibitor	SENP8 block-2	Apaf1 inhib	SENP1 FRET inh
CCn1c(SCC(=O)N2CCC(C)CC2)nc2c1c(=O)n(C)c(=O)n2C	2.5	-8.3	0.9	14.7	-2.2	11.0	-2.3	0.3
Cc1cccc(NC(=O)c2cc3cc([N+](=O)[O-])ccc3s2)n1	-10.7	5.1	-5.6	7.3	-9.5	-12.2	-13.0	2.0
CCn1c(SCC(=O)NC)nnc1C(C)C	-2.9	2.1	3.7	20.6	-2.3	-2.4	-9.7	2.6
COc1cccc(C2=NOC(C(=O)N3CCOCC3)C2)c1 (configuration not stated)	-2.4	-22.5	-4.8	14.6	-3.5	-14.2	3.0	1.9
O=C(CCNC(=O)c1ccccc1Cl)NCc1ccco1	0.2	-14.5	-7.4	8.4	-1.2	-2.1	10.5	-2.1
CN(C)c1cc[n+](CC(=O)N2CCCc3ccccc32)cc1	-2.3	11.1	-0.1	12.4	4.3	0.7	-1.8	2.3
COc1ccc(CNC(=O)C(=O)N2CCC3(CC2)OCCN3S(=O)(=O)c2ccc(C)cc2)cc1	4.1	-11.6	-3.1	4.7	-0.8	-0.2	9.6	-0.2
COc1ccc(N=C2NC(=O)CS2)c([N+](=O)[O-])c1	-23.8	29.5	7.7	9.0	16.7	0.8	-6.4	0.0
Cc1ccc(NC(=O)OC(C)N2CCCCC2)cc1NC(=O)OC(C)N1CCCCC1 (configuration not stated)	-14.9	.	.	17.6	-8.7	.	.	1.6
Cn1c(=O)c2c(-c3ccc(C(C)(C)C)cc3)n(N3CCOCC3)cc2n(C)c1=O	9.1	-6.3	-4.6	-196.4	6.4	-1.8	-60.2	0.9
Cc1c(C=O)c2ccccn2c1C(=O)c1cccs1	4.7	20.2	3.9	-331.7	-8.6	-4.3	-4.5	-36.5
Cc1ccc(-n2nc3cc(C)c(NC(=O)c4cccnc4)cc3n2)cc1	1.4	-14.2	-0.5	-9.6	6.3	-0.3	-0.2	-1.0
COc1ccc(NC(=O)COC(=O)C23CC4CC(CC(Cl)(C4)C2)C3)c(OC)c1	-3.6	-7.1	-1.1	21.6	0.2	-3.9	16.5	0.7
CCN(CCNC(=O)CCCn1nc(C)n2c(cc3sccc32)c1=O)c1ccccc1	-9.3	-3.8	0.2	13.4	3.5	11.0	9.9	-0.1
CCOc1ccc(NC(=O)c2[nH]c(C)c(C(C)=O)c2C)cc1	18.6	50.3*	58.7*	17.1	-2.8	41.4	1.4	-1.5
Cc1cccc(NC(=O)c2ccc(-n3cccn3)c([N+](=O)[O-])c2)c1	27.5	32.0	4.5	4.0	4.3	12.0	12.0	3.2
O=C(CN1CCN(CC(=O)Nc2ccccc2F)CC1)Nc1cccc(F)c1	3.6	3.2	-0.1	6.7	-6.7	-9.7	5.0	-1.3
COc1ccc(S(=O)(=O)N2CCCCC2)cc1NC(=O)c1cccnc1SC	-5.9	-1.2	0.5	12.8	-3.6	2.1	-22.8	0.7
CC(C)C(=O)Nc1ccc(Cl)cc1-c1nc2ccccc2[nH]c1=O	0.8	20.0	-3.9	-26.1	-6.6	1.2	3.2	-3.3
O=C(COC(=O)COc1ccccc1)NCCC1=CCCCC1	1.9	10.2	-0.5	2.1	-5.2	-4.9	0.2	1.4
C=C1c2ccccc2S(=O)(=O)N(Cc2ccccc2)C1COCc1ccccc1 (configuration not stated)	20.4	-1.2	-4.1	0.1	0.9	11.4	17.2	0.0
O=C(Nc1ccc2c(c1)OCCO2)c1ccco1	6.3	34.6	53.8*	6.6	-7.1	15.1	4.5	1.8
Cc1cccc2[nH]c3c(=O)n(CCN4CCNCC4)cnc3c12	-2.1	8.7	3.4	-142.3	-4.3	-1.6	6.9	0.2
CCN1CCN(Cc2ccc(NC(=O)c3ccc(C)c(NC(=O)c4nccnc4N)c3)cc2C(F)(F)F)CC1	8.1	-21.3	-2.0	-333.1	3.9	15.4	31.2	-8.7
COc1ccc(CNS(=O)(=O)c2ccc(-c3ccc(=O)[nH]n3)s2)cc1OC	3.6	6.9	-0.7	7.6	0.3	-1.3	4.6	1.1
Oc1ccccc1-c1cc(C(F)(F)C(F)F)[nH]n1	-3.4	-0.2	2.6	7.3	-4.7	-3.3	1.5	-0.4
O=C(CCCn1c(=S)[nH]c2ccccc2c1=O)N1CCOCC1	6.4	-8.5	-5.6	8.9	-7.9	-1.5	-9.3	-1.4
COc1ccc(/C=C/C(=O)C(C(N)=O)=C2SCCS2)cc1	-0.2	-18.2	6.2	0.0	-6.4	-3.7	-6.4	-48.1
CCCCCn1ccc(=N)cc1	3.9	2.3	9.2	20.3	-4.0	2.9	-12.9	3.5
CC(=O)c1cccc(NC(=O)C2C(c3ccccc3)C2(Cl)Cl)c1 (configuration not stated)	-2.5	-11.9	-8.8	9.6	-1.3	-4.5	11.0	1.0
Cc1ccc[n+](CC(=O)Nc2ccc(C)c(C)c2)c1	6.2	1.7	-18.5	2.7	-5.5	-13.4	0.0	-1.9
COc1ccc(OC)c(/C=N/NC(=O)C(=O)N/N=C/c2cc(OC)ccc2OC)c1	-4.0	.	.	-331.7	0.4	.	.	-23.5
CC1CCN(CC(O)COc2ccc(OCC(O)CN3CCC(C)CC3)cc2)CC1 (configuration not stated)	12.7	-5.6	1.1	19.7	0.9	4.2	-8.8	-0.9
CCOc1ccccc1C(=O)N[C@H](C(=O)Nc1ccc(OC)c(S(=O)(=O)N2CCOCC2)c1)C(C)C	-0.5	-19.4	2.4	18.6	-15.8	-3.5	7.2	2.7
Cc1cccc(-c2nc3ccccc3c(=O)n2NC(=O)c2ccc([N+](=O)[O-])c(C)c2)c1	-27.6	-4.9	5.6	14.4	-5.9	-2.1	1.0	-0.6
CCOc1ccc(NC(=O)CC2SC(N)=NC2=O)c([N+](=O)[O-])c1 (configuration not stated)	14.4	-12.1	6.1	17.8	0.0	-4.9	-10.2	-2.4
CCN=C1SC(CC(=O)Nc2ccc(C(F)(F)F)cc2)C(=O)N1CC (configuration not stated)	8.1	11.9	-2.5	5.4	-3.7	-1.2	-6.1	0.9
COc1ccc(CCNC(=O)CN2CCN(c3ccccc3Cl)CC2)cc1	8.3	-20.2	-8.8	14.3	2.3	0.4	26.1	-1.7
O=C(NC(c1ccccc1)c1ccccc1)c1ccc(=O)[nH]n1	-22.3	1.7	-3.7	10.1	-11.5	-4.3	-2.5	-0.1
COc1ccc(N2Cc3cccc(C(=O)N4CCOCC4)c3C2=O)cc1	-7.1	-1.9	-3.7	-46.3	-3.9	-7.2	10.8	-2.3

Single entries from the entries so far:
COc1ccc(N2Cc3cccc(C(=O)N4CCOCC4)c3C2=O)cc1 in SENP6 block = -1.9
CC1CCN(CC(O)COc2ccc(OCC(O)CN3CCC(C)CC3)cc2)CC1 (configuration not stated) in SENP7 inh = 1.1
CCOc1ccc(NC(=O)CC2SC(N)=NC2=O)c([N+](=O)[O-])c1 (configuration not stated) in SENP6 block = -12.1

Limited to SENP8 block-1, for some of the entries so far:
SMILES,SENP8 block-1
COc1ccc(OC)c(/C=N/NC(=O)C(=O)N/N=C/c2cc(OC)ccc2OC)c1,-331.7
CC1CCN(CC(O)COc2ccc(OCC(O)CN3CCC(C)CC3)cc2)CC1 (configuration not stated),19.7

(continued)
SMILES	PfG6PD inh	SENP6 block	SENP7 inh	SENP8 block-1	HKDC1 inhibitor	SENP8 block-2	Apaf1 inhib	SENP1 FRET inh
CS(=O)(=O)N1CCCC(C(=O)Nc2ccc(F)cc2)C1 (configuration not stated)	-8.2	10.5	12.3	5.2	-8.0	-0.5	-8.1	1.7
O=C(Nc1ccc(F)cc1)c1cccc(N2C(=O)C3C4C=CC(C5CC45)C3C2=O)c1 (configuration not stated)	0.7	-4.9	7.5	2.6	-1.5	2.9	4.7	0.6
Cn1c(N)c(C(=O)COC(=O)CNC(=O)c2ccccc2)c(=O)n(C)c1=O	-7.8	-1.5	-2.4	6.5	-8.0	-0.9	-3.4	0.3
CC(C)CNC(=O)C1Nc2ccc(C(F)(F)F)cc2C2C=CCC12 (configuration not stated)	2.5	-2.7	-3.0	-5.8	5.0	1.4	10.0	-2.9
COC(=O)c1cc(OC)c(OC)cc1NC(=O)c1ccc(Br)o1	-10.4	9.1	-0.1	-81.2	-0.6	0.2	3.0	2.3
COc1ccc(/C=C/C(=O)NC(=S)N2CCN(c3ccccn3)CC2)cc1OC	13.9	6.5	-3.2	-13.6	-5.2	-3.6	-8.8	-1.3
COc1cccc(NC(=S)NC(=O)/C=C/c2ccc(F)cc2)c1	-6.2	-13.2	0.1	8.2	-5.0	-13.0	12.2	0.3
Cc1cccc(CS(=O)(=O)Cc2ccc(C(=O)NC3CCCCCC3)o2)c1	-1.4	4.9	-2.6	12.1	-3.5	7.0	6.2	0.5
CCN(CC)c1nc2ccccc2nc1-n1nc(C)cc1C	4.7	-2.9	-2.2	-52.0	-3.4	9.6	-8.7	-54.3
CC(C)=C[C@@H]1C[C@H](C)[C@H]2CC[C@H](C)c3c(O[C@@H]4O[C@@H](C)[C@@H](O)[C@@H](O)[C@@H]4O)c(O)c(C)c1c32	18.8	-0.4	1.7	12.1	0.8	-17.3	15.5	2.7
COC(=O)CC1SC(=O)NC1=Nc1ccccc1 (configuration not stated)	-12.5	-0.5	3.7	24.6	-2.9	-5.8	-15.5	3.7
Cc1cccc(NC(=O)COC(=O)Cc2cccs2)c1C	-1.0	-4.1	7.3	-27.9	4.6	-7.4	1.7	1.7
COc1ccc(-c2cn[nH]c2-c2ccc(OCc3ccc([N+](=O)[O-])cc3)cc2O)cc1	-10.2	-3.4	-0.5	10.7	-8.5	-2.2	14.5	1.6
CC(=O)c1cccc(NC(=O)c2ccc(Br)o2)c1	2.2	-14.2	-6.6	17.2	14.3	-8.1	4.2	-0.6
O=C(Nc1ccc(N2C(=O)C3C4C=CC(C4)C3C2=O)cc1)Nc1nncs1 (configuration not stated)	2.3	-2.7	-2.8	-0.1	2.3	-6.2	2.7	2.2
Cn1cnnc1SCC(=O)Nc1ccc(N2CCCCC2)cc1	12.8	-5.4	-8.4	0.9	-1.9	-16.6	-1.0	-0.3
COc1cc(C(C)=O)ccc1OCC(=O)NCC(c1ccc(F)cc1)N1CCOCC1 (configuration not stated)	-4.2	-9.0	-3.6	-0.7	0.2	-11.0	-4.3	-6.8
COc1ccc(CCNC(=O)c2noc(C)c2[N+](=O)[O-])cc1OC	2.2	-8.8	8.9	12.7	-3.5	3.9	2.1	-1.7
Cc1ccc(NCc2n[nH]c(=S)n2-c2ccccc2)c(C)c1	27.8	-5.2	-1.8	6.9	-8.8	-2.7	2.1	-0.1
Cc1c(Cl)cccc1NC(=O)CCC(=O)NNC(=O)CCC(=O)O	13.0	-5.2	3.2	4.0	-5.5	-3.1	-1.5	-1.1

Random draw from the library. Share with any hit: about 3.6%.
